HSF-1 act: increases HSF-1 driven luciferase reporter signal. NIH3T3-HGL HSF-1 luciferase reporter, MG132, 8 h; 100% = twice DMSO control signal. activation, % at 9 µM. 1.7% of 300,000 active;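 active means mean replicate activation of at least 50% with a set share of replicates each reaching 50%; inconclusive means only one of those two conditions met; inactive means mean below 50% and too few replicates reaching it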;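 further: 0% = median of the neutral control wells and 100% = twice that signal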
Platelet DG rel: platelet dense granule release activity | human platelet-rich plasma, SFLLRN dense granule ATP release, luminescence | inhibition, %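 (compounds screened at 7.5 µM in platelet-rich plasma)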 | 0.22% of 300,000 active;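 active means mean replicate score, as percent of positive control, at or above 50; inconclusive means mean below 50 but at least one replicate at or above 50; inactive means mean and every replicate below 50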
HDAC3 inhib: blocks human histone deacetylase 3; O15379; recombinant HDAC3, fluorogenic peptide/trypsin coupled, fluorescence; inhibition, % at 8.3 µM; 0.15% of 320,000 active; in the data active means inhibition above about 26%, passing the limit was not always enough; inconclusive means no clear call, values can overlap the other calls
Target sequence (O15379 whole entry, looked up): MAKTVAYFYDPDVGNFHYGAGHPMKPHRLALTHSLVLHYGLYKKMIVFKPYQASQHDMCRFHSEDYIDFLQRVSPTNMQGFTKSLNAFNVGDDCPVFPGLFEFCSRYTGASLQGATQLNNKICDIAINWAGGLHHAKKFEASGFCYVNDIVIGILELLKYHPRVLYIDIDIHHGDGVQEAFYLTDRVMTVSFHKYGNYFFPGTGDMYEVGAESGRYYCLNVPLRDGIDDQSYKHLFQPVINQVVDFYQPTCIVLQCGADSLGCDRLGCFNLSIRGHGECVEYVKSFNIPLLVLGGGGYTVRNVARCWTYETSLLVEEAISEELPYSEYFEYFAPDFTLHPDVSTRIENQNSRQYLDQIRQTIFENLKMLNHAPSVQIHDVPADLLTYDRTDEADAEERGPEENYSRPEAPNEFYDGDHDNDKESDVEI
IEC-6 cytotox: IEC-6 cytotoxicity, counter-screen for KLF5 inhibitors; 0.78% of 290,000 active; luminescence viability; inhibition, % at 5 µM; AID 1825; in the data active means inhibition above about 22%;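 further: 0% = plate median of test compound wells and 100% = cytotoxic reference compound wells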
AI-2 QS mod: Vibrio harveyi AI-2 quorum sensing modulation. Vibrio harveyi JMH597 AI-2 luminescence/OD600 ratio, 9 h; active compounds read low; strain lacks LuxN and CqsS sensors; 0 = neutral-control median. AID 2094. activity change, % at 7.5 µM. 0.4% of 300,000 active; in the data active means activity change below about -75%, passing the limit was not always enough; inconclusive means no clear call, values can overlap the other calls;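 further: luminescence divided by OD600 gain over 9 h not by final OD600 alone; inactives centre near 13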
HIF activator: HIF pathway transcriptional activation. U2OS HRE-luciferase reporter, luminescence; normalized: DMSO 0%, desferrioxamine 100%. activation, % at 7.5 µM (by protocol). 0.32% of 300,000 active;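 active means mean activation of at least 10% of the iron chelator positive control signal, with at least half of replicates also reaching 10%; inconclusive means mean and replicate majority disagree about reaching 10%; inactive means mean and most replicates under 10%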
HSF1 inh: HSF1 inhibition; NIH3T3-HGL HSE-luciferase, MG132-induced, luminescence 8 h; active compounds read low; activity change, negative = inhibition, % at 7.5 µM (by protocol); 0.77% of 300,000 active;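 active means more than half of replicate wells show activity change below -50%, luminescence cut by over half; inconclusive means some wells, but at most half, below -50%; inactive means no replicate well below -50%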;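 further: luciferase reports HSF-1 transcriptional activity via heat shock element; 0% = median of DMSO wells and -100% = zero luminescence signal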
KLF5 inh: inhibitors of KLF5 expression. inhibition, % at 5 µM. AID 1700. 0.23% of 290,000 active. DLD-1 KLF5 promoter-luciferase reporter, luminescence;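 active means inhibition above a per-plate limit of that plate's mean compound inhibition plus 3 SD, cut at about 60% in these data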;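 further: 0% = DMSO wells and 100% = LY294002 at 200 µM; higher means less KLF5 promoter-driven luciferase light; inactives centre near -14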
aSyn 5UTR inh: MLPCN primary screen, SNCA 5' untranslated region; 0.82% of 300,000 active; alpha-synuclein 5'UTR reporter, inhibitor activity; inhibition, % (tested at 7.5 µM); in the data active means inhibition above about 60%; inconclusive means no clear call, values can overlap the other calls;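 further: H4 neuroglioblastoma cells stably carrying SNCA 5'UTR luciferase fusion; 0% = DMSO wells and 100% = positive control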
HSP90 refold inh: HSP90 refolding inhibition in rabbit reticulocyte lysate. 0.91% of 290,000 active. luciferase refolding luminescence, 3 h. inhibition, % at 5.6 µM;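 active means inhibition above the screen-wide mean plus 3 SD, computed separately per campaign, cut at about 16% in these data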;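 further: 0% = DMSO wells and 100% = 60 µM geldanamycin wells; inhibitors lower the luminescence because luciferase stays unfolded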
* = called active by the depositor; ? = inconclusive; nt = no result given.

Compound,HSF-1 act,Platelet DG rel,HDAC3 inhib,IEC-6 cytotox,AI-2 QS mod,HIF activator,HSF1 inh,KLF5 inh,aSyn 5UTR inh,HSP90 refold inh
COc1ccc2nc(C)cc(SCC(=O)NNC(=O)COc3ccccc3)c2c1,11,-1,4,0,-2,-0.2,2,-6,-8,-5
O=C(O)CCCNS(=O)(=O)Cc1ccccc1,1,5,3,-5,18,-0.1,-14,-23,19,1
Cc1ccc(-c2n[nH]c(=S)n2C)cc1,-4,-2,nt,-3,15,0.2,-7,-43,12,3
CC1CCN(C(=O)COc2ccc(Nc3ccccc3)cc2)CC1,12,-15,-8,-8,12,-0.7,7,10,-1,-3
CC1=C(C(=O)OC(C)C)C(c2cccs2)n2ncnc2N1 (stereo not drawn),-6,-25,-5,-6,0,-0.3,-14,-35,-15,-4
Cc1cccc(C)c1NC(=O)CNC(=O)c1ccncc1,4,7,-1,2,20,-0.4,-7,-8,-4,0
O=C(CSc1c(Cl)cccc1Cl)NC1CCCc2ccccc21 (stereo not drawn),-4,-6,nt,-10,52,-0.6,6,-5,21,4
CCOc1ccc(NC(=O)c2nn(C)cc2Br)cc1,50,17,-7,6,6,2.2,21,-59,-154,0
COC(=O)C1=C(O)/C(=C\c2cc(C)n(-c3ccc(F)cc3)c2C)N=C1C,nt,-1,11,-3,30,-0.2,nt,2,-16,-3
COc1ccc(-c2cc(C#N)nc(N3CCN(C)CC3)n2)cc1,33,3,-1,-5,7,0.1,18,-19,-21,-3
Cc1nnn(-c2nonc2N)c1C(=O)N/N=C/c1ccccc1O,-9,5,0,6,17,3.4,-5,-20,68*,-3
COc1ccc(-c2cc(-c3nnc(COC(=O)c4ccc(O)cc4)o3)c3ccccc3n2)cc1OC,-34,2,6,-6,5,-0.2,-19,-37,10,-1
NCCNC(=O)c1c(NC(=O)c2ccccc2)sc2c1CCCC2,0,2,0,9,-3,2.0,-1,0,-125,12
O=C(CSc1ncccn1)n1c2c(c3ccccc31)CCCC2,32,-3,0,2,-3,0.3,13,1,-2,-2
CC(C)c1cc(C(=O)O)c2cnn(C(C)C)c2n1,-15,-2,-2,-2,12,-0.3,-5,-6,-4,2
Cc1ccc(N(C(=O)Cn2nnc(-c3ccc(F)cc3)n2)C(C(=O)NC(C)(C)C)c2ccncc2)cc1 (stereo not drawn),14,-1,7,-3,10,-0.2,15,-14,12,5

Results in HDAC3 inhib, Platelet DG rel and IEC-6 cytotox, for some of the entries so far:
molecule	HDAC3 inhib	Platelet DG rel	IEC-6 cytotox
COc1ccc(-c2cc(C#N)nc(N3CCN(C)CC3)n2)cc1	-1	3	-5
Cc1nnn(-c2nonc2N)c1C(=O)N/N=C/c1ccccc1O	0	5	6
COc1ccc(-c2cc(-c3nnc(COC(=O)c4ccc(O)cc4)o3)c3ccccc3n2)cc1OC	6	2	-6
NCCNC(=O)c1c(NC(=O)c2ccccc2)sc2c1CCCC2	0	2	9
O=C(CSc1ncccn1)n1c2c(c3ccccc31)CCCC2	0	-3	2
CC(C)c1cc(C(=O)O)c2cnn(C(C)C)c2n1	-2	-2	-2
Cc1ccc(N(C(=O)Cn2nnc(-c3ccc(F)cc3)n2)C(C(=O)NC(C)(C)C)c2ccncc2)cc1 (stereo not drawn)	7	-1	-3

Back to the main list with the 2 entries that preceded the break.
Compound,HSF-1 act,Platelet DG rel,HDAC3 inhib,IEC-6 cytotox,AI-2 QS mod,HIF activator,HSF1 inh,KLF5 inh,aSyn 5UTR inh,HSP90 refold inh
CC(C)c1cc(C(=O)O)c2cnn(C(C)C)c2n1,-15,-2,-2,-2,12,-0.3,-5,-6,-4,2
Cc1ccc(N(C(=O)Cn2nnc(-c3ccc(F)cc3)n2)C(C(=O)NC(C)(C)C)c2ccncc2)cc1 (stereo not drawn),14,-1,7,-3,10,-0.2,15,-14,12,5
CCOC(=O)C1=C(COC(=O)/C=C/c2cccc(OC)c2OC)NC(=O)NC1C (stereo not drawn),30,-3,-1,2,43,1.6,-4,-14,-33,0
CCCc1cc(=O)oc2c(C)c(O[C@@H]3O[C@H](CO)[C@@H](O)[C@H](O)[C@H]3O)ccc12,-4,11,-1,-2,8,-1.5,-5,-8,31,-4
Cc1onc(-c2c(Cl)cccc2Cl)c1C(=O)N1CCN(c2ccccc2)CC1,3,-1,0,2,16,-0.2,2,-6,8,5
C=C1CCC[C@]2(C)C[C@H]3OC(=O)C(CNCCN(CC)CC)[C@H]3CC12 (stereo partly drawn),61*,-5,0,-4,29,-30,11,-11,-17,7
O=C(Nc1c[nH]c(=O)[nH]c1=O)c1ccc2c(c1)C(=O)N(c1cccc([N+](=O)[O-])c1)C2=O,9,6,nt,0,12,-0.2,2,-37,-6,2
Cc1oc2ccc(OCc3ccc(Cl)cc3)cc2c1C(=O)O,-11,-1,nt,6,7,-1.1,-8,-6,-8,4
COc1ccccc1NC(=O)c1cc(Sc2nncn2C)nc2ccccc12,-6,-3,4,0,2,-0.5,-5,-33,-19,1
O=C(c1n[nH]c2c1CCC2)N1CCCC(Nc2cccc(F)c2)C1 (stereo not drawn),5,-5,-5,-8,5,0.5,-4,-8,-11,5
O=C(CSc1cccc[n+]1[O-])NC(=O)c1ccc(OC(F)F)cc1,2,-30,1,-7,4,0.2,-2,-21,28,-3
CCOc1cccc(-c2cc(C(=O)N3N=C(C)CC3(O)C(F)F)c3ccccc3n2)c1 (stereo not drawn),17,-1,12,11,21,0.1,12,5,-26,4
C[N+]1(CC(=O)OCCCc2ccccc2)CCOCC1,-21,9,18,0,2,-0.1,-13,16,12,2
COc1ccc(CCNC(=O)C2CC(c3ccccc3C(F)(F)F)=NO2)cc1 (stereo not drawn),-22,0,9,nt,5,0.1,-3,nt,-21,nt
CCCCCN1C2=NCCN2c2ccccc21,3,3,-5,4,nt,-0.3,-3,-3,-2,2
C[C@@]12CC[C@H]3OC(=O)C=C3C1CC[C@@]13CC(CCC12)[C@](CO)(O[C@H]1O[C@H](CO)[C@@H](O)[C@H](O)[C@H]1O)C3 (stereo partly drawn),5,2,-3,nt,43,0.1,-2,nt,5,nt
CCOc1ccccc1C(C(=O)NC1CCCC1)N(Cc1ccco1)C(=O)CNC(=O)c1ccco1 (stereo not drawn),3,6,1,-4,15,0.6,3,-20,-34,-4
Cc1cc(C)c(C)c(S(=O)(=O)N2CCC(C(=O)Nc3ccc(S(=O)(=O)N4CCOCC4)cc3)CC2)c1C,4,1,2,2,31,-0.1,1,-14,9,-2

A different layout for part of the listing above.
CCOC(=O)C1=C(COC(=O)/C=C/c2cccc(OC)c2OC)NC(=O)NC1C (stereo not drawn)
- HSF-1 act: 30
- Platelet DG rel: -3
- HDAC3 inhib: -1
- IEC-6 cytotox: 2
- AI-2 QS mod: 43
- HIF activator: 1.6
- HSF1 inh: -4
- KLF5 inh: -14
- aSyn 5UTR inh: -33
- HSP90 refold inh: 0

O=C(c1n[nH]c2c1CCC2)N1CCCC(Nc2cccc(F)c2)C1 (stereo not drawn)
- HSF-1 act: 5
- Platelet DG rel: -5
- HDAC3 inhib: -5
- IEC-6 cytotox: -8
- AI-2 QS mod: 5
- HIF activator: 0.5
- HSF1 inh: -4
- KLF5 inh: -8
- aSyn 5UTR inh: -11
- HSP90 refold inh: 5

(next part)
Compound,HSF-1 act,Platelet DG rel,HDAC3 inhib,IEC-6 cytotox,AI-2 QS mod,HIF activator,HSF1 inh,KLF5 inh,aSyn 5UTR inh,HSP90 refold inh
Cc1nc(/C(=N/O)C(N)=O)cs1,2,-4,-1,-2,7,-0.1,-1,0,-22,-3
Cc1ccc2[nH]c3nc(SCCN4CCOCC4)nnc3c2c1,6,-2,4,3,15,0.6,12,8,-42,1
CCN1CCc2nc(NC(=O)c3ccc4c(c3)OCCO4)sc2C1,7,2,0,-4,8,1.9,1,-116,-83,6
CC(C)Cn1c(=O)c2c(c3ccccc31)OC(C)C(=O)N2 (stereo not drawn),-7,3,nt,3,22,-0.5,-6,-1,18,0
COc1ccccc1C(=O)N/C(=C\c1ccc(Br)cc1)C(=O)NCC(=O)O,-11,-14,-3,1,-10,0.5,6,-9,-5,0
O=C(O)c1ccccc1-c1nc2ccccc2c(=O)n1O,-2,0,?,-5,18,-0.2,1,-1,-1,1
CN1CCN(c2ccc(-c3cccc(NC(=O)COc4ccccc4)c3)nn2)CC1,-13,15,-5,nt,5,2.4,-9,nt,-70,nt
Cc1cccc(NC(=S)N(CCCN2CCOCC2)Cc2ccccn2)c1,-6,10,4,0,43,0.0,5,-22,-26,1
CCS(=O)(=O)N1CCN(Cc2nc3ccccc3c(=O)[nH]2)CC1,5,3,-3,10,8,0.0,-1,-21,13,-1
COc1ccc(/C=N/NC(=O)c2ccccc2)cc1OS(=O)(=O)c1ccccc1,-1,2,5,-1,37,0.0,5,-22,-22,5
NC(=O)c1ccsc1NC(=O)CSc1nnc(C2CC2)n1Cc1ccccc1,2,-1,4,-1,-1,0.1,1,2,2,0
CCOC(=O)c1nnn(-c2nonc2N)c1C,-8,-2,-1,1,6,-0.4,9,-37,19,-7
CCOc1ccc(NC(=O)/C(C#N)=C/c2cn(CC(=O)O)c3ccccc23)cc1,33,0,1,-6,-3,-1.3,14,-9,33,-2
O=C(NCCc1ccc(Cl)cc1)c1cccnc1,18,1,2,0,9,1.1,5,-9,-29,5
CN(C)S(=O)(=O)N1CCN(C(=O)N(c2ccccc2)c2ccccc2)CC1,18,-4,?,2,8,-0.3,-3,23,7,-1
CC1CC(C)(C)NC(=S)N1CC(=O)N1CCN(Cc2ccccc2)CC1 (stereo not drawn),-17,12,3,-6,nt,-0.3,-8,-37,22,1
Cc1c(NC(=O)CN2C(=O)NC3(CCCC3)C2=O)c(=O)n(-c2ccccc2)n1C,nt,nt,4,-6,9,nt,nt,7,nt,-4
Cc1ccc(CNc2oc(C)nc2C#N)cc1,33,0,-3,1,1,-1.0,1,-12,-7,0
CC(=O)OCC1=C(C(=O)O)N2C(=O)C(NC(=O)C(C)Cn3cc(Cl)cn3)C2SC1 (stereo not drawn),-9,-5,1,-5,59,-0.9,-1,-1,-33,0
CC(=O)NC1=NN(C(C)=O)C2(S1)C(=O)N(CC(C)C)c1ccc(C)cc12 (stereo not drawn),-3,4,5,-6,17,0.2,-5,-21,8,1
CCCNC(=O)c1ccc(N2CCC3(CC2)CC(c2cccc(Br)c2)=NO3)c(NC(=O)c2c(Cl)cccc2Cl)c1,-18,2,-3,nt,7,-0.9,-6,nt,-11,nt
CC(Oc1ccccc1)C(=O)NNC(=O)c1ccccn1 (stereo not drawn),0,-12,-8,19,30,-0.4,-6,13,45,-1
O=C(N1CCN(c2ccccc2)CC1)C12CC3CC(CC(C3)C1)C2,2,4,-7,-8,28,0.0,1,-4,-3,0
Oc1c(Br)cc(/C=N/Nc2ccc(Cl)nn2)cc1Br,7,17,9,2,9,0.5,-9,-32,-7,1
O=C(Nc1c2c(nn1-c1ccc(F)cc1)CS(=O)C2)c1ccc2c(c1)OCO2 (stereo not drawn),5,1,6,-7,20,-0.2,4,-27,-3,-5
N#Cc1c(NC(=O)c2ccncc2)sc2c1CCC2,28,-2,2,-6,15,0.1,6,-15,-66,-3
Cc1ccc(-c2cc(C(=O)Nc3nccs3)c3ccccc3n2)o1,18,10,-6,4,-5,0.5,0,2,-15,-3

From PubChem
